NR2E3 ag-1 = NR2E3 (human) agonism. 0.12% of 320,000 active. GST-NR2E3/biotin-RetCOR TR-FRET, 1536-well. AID 2300. Q9Y5X4. inhibition of corepressor binding, % at 4.78 µM;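 active means percent inhibition above the cutoff of mean plus 3 SD of all tested compounds, set per screening campaign, cut at about 20% in these data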;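 further: 0% = DMSO wells and 100% = biotin wells as full block of FRET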
Target sequence (Q9Y5X4 whole entry, looked up): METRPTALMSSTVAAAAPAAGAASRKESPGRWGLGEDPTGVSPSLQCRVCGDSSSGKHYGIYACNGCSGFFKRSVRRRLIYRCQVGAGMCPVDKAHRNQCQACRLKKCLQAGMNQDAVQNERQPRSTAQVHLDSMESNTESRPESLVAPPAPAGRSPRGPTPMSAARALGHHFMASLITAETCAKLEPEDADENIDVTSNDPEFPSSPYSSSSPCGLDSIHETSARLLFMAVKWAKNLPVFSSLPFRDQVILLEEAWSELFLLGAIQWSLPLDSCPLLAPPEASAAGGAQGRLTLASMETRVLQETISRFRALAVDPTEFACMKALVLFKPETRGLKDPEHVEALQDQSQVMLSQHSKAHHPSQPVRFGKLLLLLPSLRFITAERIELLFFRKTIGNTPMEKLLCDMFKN
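Material: NR2E3–RetCOR corepressor complex | Quantity: 1.35 nM GST-tagged NR2E3 final | Schedule: 5 h at 4 °C | Replication: Singlicate compound wells | Reagent: RetCOR corepressor, biotinylated, 7 nM | Controls: Biotin wells as high control, 0.6% DMSO wells as low control | Signal: TR-FRET, Eu(K)-anti-GST donor, streptavidin-D2 acceptor, ex 340, em 617/671 nm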
NR2E3 ag-2 = activates human NR2E3 receptor; Q9Y5X4; 0.35% of 360,000 active; CHO-S Gal4-NCOR/VP16-NR2E3 two-hybrid, luciferase; AID 602229; inhibition of corepressor binding, % at 3.98 µM;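 active means inhibition above the mean of all tested compounds plus 3 SD, cut at about 70% in these data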;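 further: 0% = DMSO with NR2E3 transfected cells and 100% = cells lacking NR2E3 construct; higher means lower luciferase signal from less NR2E3 corepressor binding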
MITF TRPM1 inh = MITF TRPM1 promoter inhibition in SK-MEL-5 cells; SK-MEL-5 TRPM1 promoter luciferase, 24 h; inhibition, % at 12.5 µM; 0.83% of 330,000 active; AID 488899;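 active means mean inhibition across replicates of 60% or more, whatever share of single replicates reaches that level; inconclusive means some that reach 60%, reason not given; inactive means mean inhibition across replicates below 60%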; further: values of inactives mirror those of a sister screen read the other way
Peg3 promoter = Peg3 promoter activity inhibition; HeLa PEG-Prom luciferase reporter, luminescence, overnight; inhibition, % at 20 µM; 1.7% of 360,000 active;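 active means inhibition of at least 50% at 20 µM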
CaV13 ICDI inh = Primary screen for inhibitors of IQ motif and Ca2+-dependent inactivation inhibitor domain binding in CACNA1D, Förster resonance energy transfer in living cells, …. HEK cells, CFP/YFP FRET ICDI-IQ, plate reader, 10 min; percent FRET-ratio fall versus neutral wells. inhibition, % at 12.3 µM. 0.098% of 340,000 active. AID 743397;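 active means mean replicate inhibition of at least 30% and at least 1% of replicates passing that level; inconclusive means only one of the two criteria is met; inactive means neither criterion is met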;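 further: 0% = median of the neutral control wells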
Granule exo inh = lytic granule exocytosis inhibition; TALL-104 LAMP-1 surface exposure, flow cytometry; cells stimulated with thapsigargin and PMA; inhibition, % at 10 µM; 0.66% of 360,000 active;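 active means inhibition above about 55%, limit read from the data; inconclusive means no clear call, values can overlap the other calls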
HIF-2a block = HIF-2a inhibition; 786-0 RCC cells HIF-2a reporter, luciferase luminescence, overnight; 0.72% of 360,000 active; inhibition, % at 18.8 µM; AID 624352;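 active means inhibition of the luminescence signal of 40% or more relative to plate controls, in a single-dose primary screen at 18.75 µM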
hiPSC survival = increases survival of single human iPS cells | hiPSC single-cell survival, ATPlite luminescence; 100% = ROCK inhibitor wells, 0% = DMSO | survival enhancement, % at 20 µM | 0.044% of 360,000 active | AID 602274; in the data active means survival enhancement above about 18%;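 further: cells exposed to compounds for 16 hours before the ATP read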
aDG glyco up = increases alpha dystroglycan glycosylation | 0.22% of 360,000 active | Pro5-aDG cells, alpha-DG glycosylation AlphaScreen (IIH6); 0% Pro5, 100% B10-LARGE cell signal | activation, % at 10 µM | AID 624168;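 active means activation of at least 8% versus controls, or a plate z-score of at least 8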;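 further: Pro5 are CHO cells carrying HIG-tagged alpha-DG that lacks glycosylation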
Vif imaging = HIV Vif inhibition; HEK293T cells, Vif self-association by quenched fluorescence, imaging, 24 h; inhibition, % at 7.49 µM; 0.35% of 340,000 active; AID 602346; in the data active means inhibition above about 50%, passing the limit was not always enough; inconclusive means no clear call, values can overlap the other calls; inactive means below about 31%; further: some results filed as inactive read as strong as hits
PDI turbidity = PDI (human) enzyme inhibition; P07237; PDI insulin aggregation turbidity, A650, 90 min; inhibition, % at 10 µM; 0.052% of 350,000 active; AID 588391;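 active means mean inhibition across replicates of 30% or more, whatever share of single replicates reach that level; inconclusive means mean inhibition below 30% while every single replicate reaches 30%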;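 further: absorbance from insulin aggregation driven by PDI reduction with DTT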
Target sequence (P07237 whole entry, looked up): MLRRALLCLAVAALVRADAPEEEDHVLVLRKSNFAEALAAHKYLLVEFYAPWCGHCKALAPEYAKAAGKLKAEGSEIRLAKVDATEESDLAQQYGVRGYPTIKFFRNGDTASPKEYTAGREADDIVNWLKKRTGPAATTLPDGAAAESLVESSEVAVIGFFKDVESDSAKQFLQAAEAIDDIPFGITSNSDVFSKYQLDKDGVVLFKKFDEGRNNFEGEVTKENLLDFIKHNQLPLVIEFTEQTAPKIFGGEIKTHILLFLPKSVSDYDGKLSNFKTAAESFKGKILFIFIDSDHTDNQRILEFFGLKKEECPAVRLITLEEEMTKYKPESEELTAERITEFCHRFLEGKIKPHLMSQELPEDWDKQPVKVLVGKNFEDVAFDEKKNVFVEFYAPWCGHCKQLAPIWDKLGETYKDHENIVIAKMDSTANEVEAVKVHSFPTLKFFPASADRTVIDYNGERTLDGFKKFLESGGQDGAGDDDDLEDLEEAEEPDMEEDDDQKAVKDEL
An asterisk follows results filed as active; u = inconclusive; x = not tested or not shown. The order is random (roughly 3.5% active in at least one column).

SMILES | NR2E3 ag-1 | NR2E3 ag-2 | MITF TRPM1 inh | Peg3 promoter | CaV13 ICDI inh | Granule exo inh | HIF-2a block | hiPSC survival | aDG glyco up | Vif imaging | PDI turbidity
C=CCOc1ccc(Br)cc1CNCCO | -2 | -13 | 6 | -6 | -5 | -2 | 14 | -1.4 | -0.2 | -1 | -3
CCOc1ccc(CCNC(=O)CSc2cc(=O)n(C)c3ccc(Cl)cc23)cc1OCC | -2 | 9 | 2 | -5 | -5 | -3 | 14 | 3.4 | 0.2 | -11 | -1
N#Cc1ccsc1NC(=O)COC(=O)c1cc(Br)ccc1O | 9 | -49 | -23 | -156 | -2 | 6 | -57 | 0.2 | 0.2 | 5 | 3
COc1ccc(Cl)c(Cn2c(NCCCO)nc3c2c(=O)n(C)c(=O)n3C)c1 | 3 | -16 | 5 | 13 | -4 | -3 | 4 | 5.0 | 0.0 | u | 7
CCCCC#Cc1ccc(C(=O)NNC(=O)Nc2ccccc2)o1 | 6 | 6 | 7 | 15 | -5 | -8 | 20 | 0.5 | -0.1 | -1 | 3
CCNc1nc(NCC)nc(N/N=C/c2ccc(N(C)C)cc2)n1 | 2 | 6 | -6 | 3 | -7 | -1 | -3 | 1.4 | 0.0 | -1 | -8
Cc1ccc(CNC(=O)Cn2nnc(C(=O)Nc3cccc(C)c3C)c2N)cc1 | 2 | -43 | -4 | 19 | -14 | -1 | 7 | 0.5 | 0.2 | 0 | -11
Fc1ccc(-c2cc3nc(-c4ccccc4)cc(N4CCOCC4)n3n2)cc1 | 2 | -3 | -5 | -5 | x | -2 | 19 | -0.7 | 0.3 | -4 | -13
Cc1cc(C)cc(NC(=O)CCc2nc3ccccc3[nH]2)c1 | -3 | -6 | 8 | 6 | -4 | 2 | 8 | -0.3 | 0.0 | -3 | 6
Cc1noc(C)c1C(=O)NCC1COc2ccccc2O1 (stereo unspecified) | 2 | 12 | 6 | 16 | -6 | 4 | 7 | 0.9 | 0.4 | 9 | -14
COc1cc(C=O)ccc1OCC(=O)Nc1ccccc1N1CCOCC1 | x | -1 | 12 | 21 | x | 2 | 18 | -0.2 | -0.2 | 4 | 4
CN(Cc1nccn1C)C(=O)CC1C(=O)NCCN1Cc1ccccc1C(F)(F)F (stereo unspecified) | 1 | -7 | 5 | 2 | -7 | -3 | 21 | -0.6 | 0.0 | 0 | 2
CCCCn1nnnc1C(c1ccccc1)N1CCN(CC)CC1 (stereo unspecified) | x | 4 | x | x | -6 | 3 | 0 | 0.3 | 0.0 | x | x
CC(C)C[C@@H](CN)NC(=O)c1nc[nH]c1C(=O)N[C@@H](CC(=O)O)C(=O)CNC[C@H](C)NC(=O)c1nc[nH]c1C(=O)N[C@@H](CC(=O)O)C(=O)O | x | -17 | 0 | -33 | -7 | 8 | 10 | -1.7 | 1.9 | 1 | 2
COCCNC(=O)C1(C)CCN(C(=O)c2ccc3c(c2)C(C)(C)CCC3(C)C)C1 (stereo unspecified) | x | 6 | x | 8 | -8 | 5 | 19 | -2.2 | -0.2 | x | 1
COc1ccc(-n2c(C)c(C(=O)O)c3cc(OC)c4ccccc4c32)cc1 | 0 | 5 | 20 | 9 | -6 | 4 | 22 | -0.3 | -0.2 | 0 | -2
O=C(CN1CCN(S(=O)(=O)c2ccccc2C(F)(F)F)CC1)NCc1cccs1 | 0 | 10 | -2 | 17 | -4 | -8 | 18 | -0.2 | 0.1 | -7 | 0
CC(C)(C)NCC(O)CON=C1c2ccccc2-c2ccccc21 (stereo unspecified) | -4 | -6 | -19 | 84* | -17 | 2 | 25 | 0.1 | 1.6 | -4 | 5
NC(=O)C1CCN(C(=O)COc2ccc3ccccc3c2)CC1 | -3 | 8 | 3 | -7 | -5 | 2 | -4 | -0.6 | 0.1 | -2 | 1
CCn1c(=O)c2c(nc(SCC(=O)Nc3ccccc3)n2C)n(C)c1=O | -4 | -6 | -4 | -5 | -8 | 17 | 7 | -0.5 | 0.0 | 45 | -4
O=c1c2ccccc2nc2c3ccccc3ncn12 | -1 | -30 | -8 | -32 | -8 | -2 | -93 | 0.7 | 0.0 | x | 1
CCOc1ccc(NS(=O)(=O)c2cccc(C(=O)N(C)Cc3ccco3)c2)cc1 | -1 | 2 | 1 | 21 | -7 | 2 | 8 | -0.3 | 0.1 | -3 | -6
Cc1nn(C)c(C)c1CNC(=O)Nc1cccc(Cl)c1C | 1 | -16 | -16 | -65 | -15 | -4 | -77 | 0.6 | -0.3 | 6 | -6
CC1CCN(c2cc(=O)n(C3CCCCC3)c(=O)[nH]2)CC1 | 2 | -33 | -21 | -85 | -4 | 3 | -37 | 1.1 | -0.2 | -8 | x
COc1cc(O)c(/C=N/NC(=O)c2ccncc2)c(OC)c1[N+](=O)[O-] | -5 | 5 | -1 | -7 | -3 | 2 | 14 | -1.2 | -0.3 | -1 | 6

Single records, from the list above. Order of screens: NR2E3 ag-1, NR2E3 ag-2, MITF TRPM1 inh, Peg3 promoter, CaV13 ICDI inh, Granule exo inh, HIF-2a block, hiPSC survival, aDG glyco up, Vif imaging, PDI turbidity
`Cc1nn(C)c(C)c1CNC(=O)Nc1cccc(Cl)c1C` as listed: 1, -16, -16, -65, -15, -4, -77, 0.6, -0.3, 6, -6
`COc1ccc(Cl)c(Cn2c(NCCCO)nc3c2c(=O)n(C)c(=O)n3C)c1` as listed: 3, -16, 5, 13, -4, -3, 4, 5.0, 0.0, u, 7
`NC(=O)C1CCN(C(=O)COc2ccc3ccccc3c2)CC1` as listed: -3, 8, 3, -7, -5, 2, -4, -0.6, 0.1, -2, 1
`Fc1ccc(-c2cc3nc(-c4ccccc4)cc(N4CCOCC4)n3n2)cc1` as listed: 2, -3, -5, -5, x, -2, 19, -0.7, 0.3, -4, -13
`CCOc1ccc(NS(=O)(=O)c2cccc(C(=O)N(C)Cc3ccco3)c2)cc1` as listed: -1, 2, 1, 21, -7, 2, 8, -0.3, 0.1, -3, -6

Looked up by structure from above (3):
SMILES | NR2E3 ag-1 | NR2E3 ag-2 | MITF TRPM1 inh | Peg3 promoter | CaV13 ICDI inh | Granule exo inh | HIF-2a block | hiPSC survival | aDG glyco up | Vif imaging | PDI turbidity
O=c1c2ccccc2nc2c3ccccc3ncn12 | -1 | -30 | -8 | -32 | -8 | -2 | -93 | 0.7 | 0.0 | x | 1
COc1ccc(Cl)c(Cn2c(NCCCO)nc3c2c(=O)n(C)c(=O)n3C)c1 | 3 | -16 | 5 | 13 | -4 | -3 | 4 | 5.0 | 0.0 | u | 7
Cc1cc(C)cc(NC(=O)CCc2nc3ccccc3[nH]2)c1 | -3 | -6 | 8 | 6 | -4 | 2 | 8 | -0.3 | 0.0 | -3 | 6

The listing continues:
SMILES | NR2E3 ag-1 | NR2E3 ag-2 | MITF TRPM1 inh | Peg3 promoter | CaV13 ICDI inh | Granule exo inh | HIF-2a block | hiPSC survival | aDG glyco up | Vif imaging | PDI turbidity
COc1cc2c(C(=O)OCCN(C)C)c(CSc3ccccc3)n(C)c2cc1Br | 0 | -12 | 0 | 14 | 7 | 32 | 0 | -0.6 | 6.0 | -13 | -7
CCOC(=O)C1Oc2ccccc2C(c2ccoc2)=C1C(=O)OC (stereo unspecified) | x | 1 | 14 | -8 | x | -1 | -1 | -2.7 | 0.1 | 0 | 1
Cc1cc(C)nc(N2CCN(c3nc(-c4ccccc4)nc4c3oc3ccccc34)CC2)n1 | x | 8 | 4 | 11 | -14 | -7 | 14 | -0.3 | 0.1 | -3 | 1
CCNc1ccc(Br)cc(C(=O)/C=C/c2ccc(Cl)cc2Cl)c1=O | -1 | -14 | 27 | 23 | -4 | 5 | -1 | -3.1 | 0.2 | -2 | -2
COCCNC(=O)/C(C#N)=C/c1ccc(OCc2ccccc2)cc1 | 5 | -31 | -41 | -112 | 3 | -7 | -80 | -1.9 | 0.5 | 4 | 3
Cc1ccc(OCC(=O)Nc2ccccc2F)cc1C | -2 | 18 | -107 | -366 | -6 | -1 | -294 | -1.0 | -0.2 | 5 | -1
CN(c1ccccc1)S(=O)(=O)c1ccc(NC(=S)Nc2ccccc2)cc1 | -1 | -16 | -1 | 1 | -8 | -5 | -6 | 3.0 | -0.2 | 6 | -3
CC(=O)Nc1ccc(CN2CCc3c([nH]c4ccccc34)C2C(C)(C)C)cc1 (stereo unspecified) | 4 | -5 | 0 | 9 | -22 | 0 | 23 | -0.4 | 0.0 | 2 | -2
O=C(NCCN1CCOCC1)C1CCN(S(=O)(=O)N2CCCCC2)CC1 | 2 | -2 | 3 | -2 | x | 5 | 18 | 4.0 | 0.3 | 9 | -12
CCCC(=O)N1CCC1(C)C(=O)Nc1ccccn1 (stereo unspecified) | x | -1 | x | -12 | -12 | -2 | 2 | -0.2 | -0.3 | -8 | -4
CCOC(=O)[C@]12CCCC=C1N(Cc1ccc(Cl)cc1Cl)C(=O)[C@H](CC(=O)NCc1ccc(OC)c(OC)c1)C2 | x | 1 | x | x | -2 | 9 | -15 | 0.1 | 0.2 | x | x
O=C(Nc1cccc(C(F)(F)F)c1)/C(=C\c1ccco1)NC(=O)c1cccs1 | 0 | -13 | 9 | 22 | -5 | -1 | 9 | -2.8 | 0.0 | -8 | -14
O=C1C(Cl)=C(N2CCCC2)C(=O)N1c1ccccc1F | -1 | -8 | 3 | 4 | -6 | 0 | 4 | -0.8 | -0.1 | -1 | -11
COc1ccccc1NS(=O)(=O)c1cccc(C(=O)N/N=C/c2cn(-c3ccccc3)nc2-c2ccccc2)c1 | -3 | -15 | -23 | -44 | -7 | -6 | -41 | -1.8 | 0.1 | -33 | 4
Cc1ccccc1Cn1c(C)c(C(=O)NCc2cccc(C(F)(F)F)c2)sc1=O | x | -11 | x | 0 | -8 | 3 | 6 | 0.3 | 0.0 | -7 | 0
CC(=O)Nc1ccc(NC(=O)CSc2nc3[nH]ncc3c(=O)n2-c2ccccc2)cc1 | -4 | -14 | -5 | -4 | -3 | 3 | 16 | 0.3 | -0.6 | 0 | 6
O=C1NC[C@H](CCCCN2C[C@H](Cc3ccccc3)N(CCC3CCCCC3)C(=O)C2=O)N(CCc2ccc(O)cc2)C1=O | x | 13 | x | x | -6 | -6 | 4 | 0.8 | -0.2 | x | x
CCOC(=O)CSc1nc(Cc2ccccc2)nc2ccccc12 | 17 | 5 | 1 | 11 | -7 | 2 | 22 | 2.0 | 0.0 | 4 | 6
COc1ccc(NC(=S)NCCc2ccccc2OC)c(OC)c1 | -6 | 7 | -15 | -3 | -6 | 5 | -9 | -0.4 | 0.1 | -9 | -12
N=c1c(C(=O)NCC2CCCO2)cc2c(=O)n3ccccc3nc2n1C1CCCCC1 (stereo unspecified) | -1 | 12 | -11 | -1 | 8 | 12 | 23 | 0.1 | 0.3 | -9 | -7

High-throughput results: PubChem, several laboratories
